CYP2C19 activ: human CYP2C19 activators, primary screen, biochemical, luminescence. Cytochrome P450 2C19 (Homo sapiens), P33261. recombinant CYP2C19, luciferin-H EGE luminescence; active compounds read high; 0 = fully inhibited enzyme, 1 = untreated enzyme. AID 1025, 2008. 96,000 tested, under 10 active. activation factor at 5 µM;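 active means activation factor of at least 2 at 5 µM in the primary screen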;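 further: 0 = wells with 2.5 mM tranylcypromine and 1 = vehicle-only wells; values of inactives mirror those of a sister screen read the other way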
Target sequence (P33261 whole entry, looked up): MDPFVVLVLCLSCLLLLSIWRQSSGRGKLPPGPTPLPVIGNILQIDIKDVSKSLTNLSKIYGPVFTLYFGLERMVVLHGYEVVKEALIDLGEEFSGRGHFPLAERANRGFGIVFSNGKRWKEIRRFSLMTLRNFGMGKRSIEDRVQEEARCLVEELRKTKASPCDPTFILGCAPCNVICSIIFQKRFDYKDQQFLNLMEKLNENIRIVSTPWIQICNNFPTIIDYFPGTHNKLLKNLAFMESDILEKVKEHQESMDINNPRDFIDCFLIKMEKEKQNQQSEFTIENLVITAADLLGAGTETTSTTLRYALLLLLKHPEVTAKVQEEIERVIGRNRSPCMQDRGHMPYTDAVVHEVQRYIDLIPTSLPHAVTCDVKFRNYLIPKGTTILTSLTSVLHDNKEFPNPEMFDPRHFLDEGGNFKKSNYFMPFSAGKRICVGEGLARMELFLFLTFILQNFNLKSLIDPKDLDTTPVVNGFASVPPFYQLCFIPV
HUVEC tox IL1B: cytotoxicity in IL-1B stimulated HUVEC, primary screen, cytotoxicity control for IL-1B NFkB translocation project, imaging, Hoechst nuclear count, IL-1B stimulus. HUVEC cell count loss. cell count reduction, % at 2 µM. actives 0.41% (n = 94,000). AID 845, 2007;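 active means cell count reduction more than 3 SD above the screen-wide mean, cut at about 70% in these data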;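 further: normalized per plate to untreated control cells as the no-loss baseline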
CYP2C9 act: human CYP2C9 activators, primary screen, biochemical, luminescence; Cytochrome P450 2C9 (Homo sapiens), P11712; recombinant CYP2C9, luciferin-H conversion; active compounds read high; factor 1 = untreated enzyme, 0 = blocked; activation factor at 5 µM; actives 1.4% (n = 96,000);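 active means activation factor of 2 or more for CYP2C9 at a 5 µM dose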;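 further: 0 = sulfaphenazole-blocked wells and 1 = vehicle-only wells; values of inactives mirror those of a sister screen read the other way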
Target sequence (P11712 whole entry, looked up): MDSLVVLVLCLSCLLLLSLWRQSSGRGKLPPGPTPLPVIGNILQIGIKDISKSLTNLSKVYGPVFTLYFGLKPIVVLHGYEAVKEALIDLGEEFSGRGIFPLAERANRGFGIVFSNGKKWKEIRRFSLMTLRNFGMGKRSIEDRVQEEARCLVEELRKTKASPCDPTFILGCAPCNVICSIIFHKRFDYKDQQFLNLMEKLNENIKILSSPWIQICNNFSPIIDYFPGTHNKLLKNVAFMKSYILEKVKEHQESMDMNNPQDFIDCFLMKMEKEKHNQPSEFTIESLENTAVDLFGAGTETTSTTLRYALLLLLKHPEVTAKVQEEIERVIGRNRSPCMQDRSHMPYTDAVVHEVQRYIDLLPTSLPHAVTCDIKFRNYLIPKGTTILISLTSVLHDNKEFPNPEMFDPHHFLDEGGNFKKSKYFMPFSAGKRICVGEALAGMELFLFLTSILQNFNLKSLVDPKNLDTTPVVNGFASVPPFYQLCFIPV
TNFa cytotox: cytotoxicity in TNFa-stimulated HUVEC, primary screen, cytotoxicity control for VCAM1 expression modulator project, imaging, Hoechst nuclei count; HUVEC TNFalpha-stimulated, Hoechst cell count; cell count reduction, % at 2 µM; actives 0.17% (n = 93,000); AID 848, 2007;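 active means cell count reduction exceeding the screen mean by over 5 SD, scaled to untreated wells per plate, cut at about 78% in these data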;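 further: cells counted after 24 h of TNF alpha exposure following the 1 h pretreatment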
Calb biofilm kill: clotrimazole potentiators killing Candida biofilms, primary screen, with clotrimazole, Alamar Blue; AID 834, 2007; inhibition, % at 6 µM; C. albicans biofilm + clotrimazole; actives 0.14% (n = 85,000);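 active means inhibition above 20%; inactive means inhibition below 20%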;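 further: preformed 24 hr biofilms exposed to compound for 48 hr; 0% = biofilm without compound and 100% = blank killed by clotrimazole plus chlorhexidine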
CYP2C19 inhib: blockers of cytochrome P450 2C19 activity – biochemical, luminescence, ADME assay, primary screen; actives 21% (n = 96,000); CYP2C19 Supersomes, luciferin-H EGE luminescence, 30 min; inhibition, % at 5 µM; AID 778, 2007; P33261;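 active means CYP2C19 inhibition above a set limit at 5 µM in the primary screen, cut at about 50% in these data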;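 further: plate controls were negative control wells for no effect and 2.5 mM tranylcypromine positive control for full effect; values of inactives mirror those of a sister screen read the other way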
VCAM1 TNFa inh: inhibitors of TNFa-induced VCAM1 expression, primary screen, imaging, HUVEC, TNFa stimulus, immunofluorescence. AID 802, 2007. inhibition, % at 2 µM. actives 0.48% (n = 95,000). HUVEC TNFa-induced VCAM-1 immunofluorescence, high-content imaging;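 active means inhibition above the batch mean plus 3 SD, with images confirmed as a hit by eye, cut at about 37% in these data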;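 further: 0% = TNF-stimulated DMSO wells and 100% = unstimulated control wells; not every result past the cut was called active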
hDAT+cocaine: changed hDAT dopamine uptake under cocaine IC80, either direction, primary screen, cocaine antagonist project, cell-based, LLC-PK1 hDAT, [14C]-dopamine uptake, MLSMR | LLC-PK1 hDAT cells, [14C]-dopamine uptake with cocaine IC80; actives deviate in either direction | B-score at 10 µM | actives 1.3% (n = 110,000);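 active means Z score or B-score, a plate-position-corrected score, falls beyond the plate's 99.7% confidence bounds, in either direction; inactive means both scores lie inside the 99.7% bounds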;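 further: scored against the spread of the other compound wells on the same plate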
CYP2C9 inhib: blockers of cytochrome P450 2C9 activity – biochemical, luminescence, ADME assay, primary screen | inhibition, % at 5 µM | actives 20% (n = 96,000) | CYP2C9 Supersomes, luciferin-H conversion;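 active means blocking of liver enzyme CYP2C9 beyond about 50% at 5 µM, limit read from the data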; further: values of inactives mirror those of a sister screen read the other way
* marks the source's active call; other numbers are inactive results; · = no result given.

structure,CYP2C19 activ,HUVEC tox IL1B,CYP2C9 act,TNFa cytotox,Calb biofilm kill,CYP2C19 inhib,VCAM1 TNFa inh,hDAT+cocaine,CYP2C9 inhib
COC(=O)c1ccc(CN2C(=O)NC3(CCCc4ccccc43)C2=O)o1 (stereo unspecified),0.6,-29,1,-24,10,41,-11,-0.83,3
COC(=O)C1(C)Nc2ccccc2C(=O)N1c1ccccc1C (stereo unspecified),0.6,18,0.8,42,·,37,21,0.89,19
COc1ccc(N2CCN(c3nc(Nc4ccc(F)cc4)nc(OC)n3)CC2)cc1,1,-17,0.9,-10,·,1,4,0.34,15
Clc1ccc(-c2csc(NNC3=NCCCCC3)n2)cc1,0.8,4,0.7,-4,12,22,5,-0.26,34
Cc1ccc(C2(C)NC(=O)N(CC(=O)NC(=O)NCCC(C)C)C2=O)cc1 (stereo unspecified),0.8,·,0.8,·,8,25,·,1.4,20
Nc1c(-c2cccc(Cl)c2)cnn1-c1cccc([N+](=O)[O-])c1,0.8,-1,1,-5,·,24,-6,0.69,4
CCCCC(=O)Nc1ccc(C(N)=O)cc1,1.2,-27,1.2,-8,6,-16,19,0.77,-15
CC1(c2ccccc2Cl)NC(=O)N(CC(=O)NC(=O)NCc2ccco2)C1=O (stereo unspecified),0.8,-7,0.3,-11,7,22,-5,0.066,68*
CC(C)c1nc(SCC(=O)Nc2ccc(N3CCOCC3)cc2)c2ccccc2n1,·,-28,·,-28,6,·,13,0.4,·
CCC(=O)N1CCN(c2ccc(Cl)cc2NC(=O)c2ccc(Br)o2)CC1,·,8,·,-13,-2,·,13,-0.48,·
CCn1cnc2sc(C)c(C)c2c1=O,0.9,4,0.9,-11,·,12,-34,-1.1,12
CCNC(=S)NNC(=O)C(c1ccccc1)c1ccccc1,0.9,-6,0.7,-29,·,12,-46,-1.4,30
O=C(Nc1ccccc1)Nc1cccc2cccnc12,0.6,-5,0.9,-8,-2,41,18,0.32,8
Cc1nnc(NC(=O)CSc2ncnc3c2cnn3-c2ccccc2C)s1,1.2,-27,0.6,-4,·,-18,10,0.14,37
O=C(Nc1ccccn1)c1cc2ccccc2o1,·,-13,·,-4,4,·,30,-1.2,·
CCOC(=O)C1=C(Nc2ccc(Br)cc2)CC(C)(O)C(C(=O)OCC)C1c1ccccc1 (stereo unspecified),1.1,24,1.1,-11,·,-10,-3,-0.047,-11
CC(=O)COc1ccc2c3c(c(=O)oc2c1)CCCC3,0.4,-15,0.6,-11,8,64*,2,0.019,42
CCOC(=O)N1CCC(NC(=O)Cn2ncc3c4ccccc4n(C)c3c2=O)CC1,·,-9,·,10,10,·,11,-0.12,·
O=C(Cn1cc[n+](CC(=O)c2ccccc2)c1)c1ccccc1,1,4,0.9,·,·,-3,4,-0.014,7
O=C(COC(=O)c1ccco1)Nc1ccc2c(c1)OCCO2,0.6,7,0.6,1,-3,39,6,-0.47,39

Three compounds from above, ordered by count of non-hydrogen atoms, largest number first.
structure,CYP2C19 activ,HUVEC tox IL1B,CYP2C9 act,TNFa cytotox,Calb biofilm kill,CYP2C19 inhib,VCAM1 TNFa inh,hDAT+cocaine,CYP2C9 inhib
CCOC(=O)N1CCC(NC(=O)Cn2ncc3c4ccccc4n(C)c3c2=O)CC1,·,-9,·,10,10,·,11,-0.12,·
CC1(c2ccccc2Cl)NC(=O)N(CC(=O)NC(=O)NCc2ccco2)C1=O (stereo unspecified),0.8,-7,0.3,-11,7,22,-5,0.066,68*
COC(=O)c1ccc(CN2C(=O)NC3(CCCc4ccccc43)C2=O)o1 (stereo unspecified),0.6,-29,1,-24,10,41,-11,-0.83,3

Next results.
structure,CYP2C19 activ,HUVEC tox IL1B,CYP2C9 act,TNFa cytotox,Calb biofilm kill,CYP2C19 inhib,VCAM1 TNFa inh,hDAT+cocaine,CYP2C9 inhib
O=C(c1ccccc1C(F)(F)F)N1CCN(S(=O)(=O)c2ccccc2)CC1,0.1,-17,0.9,-20,-7,87*,-1,-0.75,7
CC(=O)Nc1cccc(N(C)C)c1,1,·,1,·,-4,-1,·,-0.74,-1
COc1ccc(S(=O)(=O)Nc2cc(C(C)C)c(O)cc2C)cc1,0.1,27,1.2,10,9,88*,-9,0.93,-22
CCOC(=O)c1c(=O)n(O)c2ccc(C)cc2[n+]1[O-],1.2,-21,1.2,-14,-2,-15,9,-0.73,-18
COCCCNC(=O)CSC1=Nc2ccccc2C2=NC(Cc3c[nH]c4ccccc34)C(=O)N12 (stereo unspecified),0.9,-35,0.8,10,0,11,-4,·,20
Cc1ccc(N2C(=O)CC(C3CCCO3)C2=O)cc1 (stereo unspecified),0.9,10,0.5,-5,6,12,-14,-1.1,46
Cc1ccccc1C(=O)c1cccn1CC(=O)O,1.1,-16,1.1,-38,·,-14,-5,0.88,-9
O=C(NCCO)c1cccc(Nc2nc(-c3ccccc3)c3cc(Cl)ccc3n2)c1,0.8,-16,1,-51,·,16,-4,1.8,-4
COc1ccc(-c2ccc(-c3noc(C(C)C)n3)c(OC)n2)cc1,0.3,-4,0.3,-33,8,66*,-11,-0.17,72*
COc1ccc(N2CCCCn3c2nc2c3c(=O)n(C)c(=O)n2C)cc1,0.7,6,0.6,2,3,32,-14,1.9,36
COC(=O)C1CCN(S(=O)(=O)c2ccc(OC)cc2)CC1,0.1,-13,1.3,-49,8,89*,4,0.094,-33
COCCN(CCOC)C(=O)c1cc2c(=O)n3ccccc3nc2s1,1,-8,0.9,14,5,2,21,2,7
CCn1ncc(C2=NOC(C(=O)Nc3cnn(C45CC6CC(CC(C6)C4)C5)c3)C2)c1C (stereo unspecified),0.9,-12,0.9,1,4,10,-4,0.026,11
Cc1[nH]c2ccc(S(N)(=O)=O)cc2c1C,0.9,·,1.4,·,10,13,·,0.1,-42
CC1CN(C(=O)N2c3ccccc3Sc3ccccc32)C(C)CC1=O (stereo unspecified),0.5,10,0.7,13,1,48,-11,-0.22,34
Cc1ccnc(NC(=O)C2CCN(S(=O)(=O)c3cccc4nsnc34)CC2)c1,0.8,-8,0.9,9,9,20,8,1,14
O=C(CSc1ccc(-c2nc3ccccc3[nH]2)cn1)Nc1ccc2c(c1)OCCO2,0.9,-35,0.6,-44,·,7,18,-0.51,37
CC(C)C(OC(=O)c1cc2occc2n1C)C(=O)NCc1ccc2c(c1)OCO2 (stereo unspecified),0.3,·,0.1,·,1,74*,·,-0.058,85*
COc1ccc(CCNC(=O)c2cc3c(=O)n4cccc(C)c4nc3n(Cc3ccncc3)c2=N)cc1,0.1,·,0.1,·,8,90*,·,·,87*
COC(=O)CSc1snnc1-c1ccc(Cl)c(Cl)c1,0.6,·,0.9,-1,12,45,14,-0.84,7
CC(C)OC(=O)CSc1nc(N)c(C#N)c(-c2ccco2)c1C#N,1.1,8,0.9,-10,·,-9,-2,0.73,9
CN1CCN(C(=O)CSc2nc(-c3cccs3)ccc2C#N)CC1,0.9,7,0.6,1,4,12,-3,-1.3,37
O=C(CCN1C(=O)C2C3C=CC(C3)C2C1=O)N1CCN(c2ccccc2F)CC1 (stereo unspecified),1.2,·,1,·,-1,-18,·,·,-3
COc1ccc(CCNC(=O)c2ccco2)cc1,0.4,23,0.9,-2,-1,55*,4,0.076,9
CC1(C)Oc2ccc3ccc(=O)oc3c2/C(=C/Nc2ccccn2)C1=O,0.8,·,0.8,·,5,21,·,0.27,16
c1ccc2oc(-c3ccc4nc[nH]c4c3)nc2c1,·,-31,·,-7,5,·,-14,1.8,·
Cc1ccc2c(c1)N(CC(=O)N1CCCc3ccccc31)C(=O)C(C)O2 (stereo unspecified),0.7,-7,0.8,-3,·,34,4,-0.6,22
Cc1nn2c(=O)c(NC(=O)c3ccc(F)cc3)cnc2s1,1.1,-27,1,-7,7,-8,-2,0.37,-2
CCCOC(=O)c1ccc(NS(=O)(=O)c2cccs2)cc1,1.1,-4,0,-8,3,-14,3,-0.75,100*
O=C(c1ccco1)N1C(=O)c2cccc3c(S(=O)(=O)N4CCCC4)ccc1c23,0.6,-28,0.7,8,-1,45,2,-0.067,28
COc1cccc2sc(Nc3nnc(-c4ccccc4Cl)o3)nc12,1,·,1.2,·,12,-4,·,-0.31,-20
Cc1ccc(-c2nc(=S)c3c(n2Cc2ccco2)CC(C)(C)OC3)cc1,0.8,-10,0.8,-8,7,23,-10,-0.94,20
CCC(C)(C)NC(=O)C(c1ccc(C)cc1)N(CC1CCCO1)C(=O)CNC(=O)c1cccs1 (stereo unspecified),0.9,-23,0.8,-7,·,14,-2,0.31,22
Cc1c(C(=O)NC(C)CN2CCCCC2)oc2ccccc12 (stereo unspecified),1,-25,1,-24,6,3,22,-0.57,-2
O=C(CN(C(=O)CNS(=O)(=O)c1ccccc1)c1ccc2c(c1)OCCO2)NCc1ccco1,0.7,14,0.8,-18,·,31,14,-0.5,24
Cc1cc(NC(=O)CCC(=O)N(c2ccc(F)cc2)C2(C(=O)NC3CCCCC3)CCCC2)no1,0.8,0,0.7,-1,7,23,10,0.51,29
COc1ccc(NC(=O)Cn2c(=O)n(Cc3ccco3)c(=O)c3ccccc32)cc1,0.8,7,0.8,-3,8,16,11,-0.058,17
Cc1cccc(N2CCN(C(=O)CSCc3c(C)noc3C)CC2)c1C,0.9,-54,0.7,14,5,8,3,·,33
Cc1ccc(S(=O)(=O)N2CCN(C(=O)COC(=O)c3cc(C)oc3C)CC2)cc1,1,-9,0.9,-57,7,-3,4,-0.46,6
Cc1cc(=O)oc2cc(OCC3CC(c4ccccc4)=NO3)ccc12 (stereo unspecified),0.6,0,0.5,-22,2,43,-8,-0.29,51*
Cc1cccn2c(=O)c(C=Nc3ccccc3)c(NCCO)nc12,1.2,·,1.6,-17,5,-15,1,0.69,-57
COc1ccc(C(=O)N/C(=C/c2cccs2)C(=O)NCCCn2ccnc2)cc1OC,0.6,-63,0.5,-15,·,42,3,-0.11,46
Cc1cc(C(=O)Nc2ccc3c(c2)OCO3)cs1,0.3,-59,0.5,-19,·,70*,10,0.67,48
COC(=O)[C@H](CCSC)NC(=O)NCc1ccc(S(N)(=O)=O)cc1,1,-4,0.9,-26,2,3,-10,-0.0071,10
O=S(=O)(c1cccc2c(S(=O)(=O)N3CCCC3)cccc12)N1CCCC1,1,-117,0.8,-2,6,1,-4,0.75,16
CCOc1ccc(N/C=C/C(=O)c2ccc3ccccc3c2)c([N+](=O)[O-])c1,1,1,2.1*,0,·,4,1,-0.086,-108
O=C(CSc1nncc2ccccc12)N1CCOCC1,0.8,-8,1.1,-11,-2,15,3,1.6,-9
COc1ccc(C2CC(=O)N3CN(c4ccccc4F)CSC3=C2C#N)cc1OC (stereo unspecified),0.9,13,0.2,-15,3,8,8,-0.22,84*
COc1ccc(NC(=O)c2ccccc2Cl)cc1NC(=O)CN1CCOCC1,0.8,-3,0.9,-16,8,17,-27,0.97,10
CCCCN(CCCNC(=O)c1ccc2nc(N3CCOCC3)sc2c1)Cc1ccccc1,0.9,15,1,4,1,8,-8,2.6*,0
COc1ccc(C2(CNC(=O)CCC(=O)O)CCCC2)cc1OC,0.9,-9,1.1,8,7,15,-26,-0.49,-7

High-throughput results: PubChem BioAssay, several laboratories
